Thrombin inh – blocks human thrombin protease activity; 220,000 tested, 0.26% active; AID 1046; inhibition, % at 5 µM; alpha-thrombin, Boc-VPR-AMC fluorogenic substrate cleavage;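 active = inhibition at or above 40%; inactive = inhibition below 40%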;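 note: 0% = enzyme with no compound and 100% = wells without enzyme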
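Material: human alpha-thrombin enzyme / Medium: pH 7.5 Tris (50 mM) with NaCl 150 mM, Tween 20 0.05% / Compound: single-point dosing at 5 µM, 0.2% DMSO / Incubation: enzyme reaction carried out at room temperature / Detection: AMC fluorescence, 355/460 nm / Read-out basis: percent inhibition scaled between no-compound controls and no-enzyme blanks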
TRPML3 ag – activates the human TRPML3 channel. Q8TDD5. HEK293 TRPML3-YFP, Fluo-8 calcium fluorescence; 100% = the carbachol control signal. activation, % at 3 µM. 220,000 tested, 0.29% active;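 active = activation above its plate's cutoff, the mean activation of the plate's test wells plus 3 SD, cut at about 12% in these data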;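 note: 0% = DMSO only wells and 100% = carbachol wells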
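system = HEK293 cells stably carrying human TRPML3-YFP | doses = one concentration, 3 µM nominal, 0.3% DMSO | timing = dye loading 1 h 37 °C then 30 min ambient, 125 s read | detection = Fluo-8 calcium dye fluorescence, ex 470-495, em 515-575 nm | benchmarks = high control carbachol 87 µM, low control DMSO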
Tb hexokinase – T. brucei hexokinase 1 inhibition. recombinant TbHK1, G6PDH-coupled NADH A340. 220,000 tested, 0.11% active. inhibition, % at 10 µM;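 active = inhibition of 50% or more in the single-dose primary screen; inactive = inhibition below 50%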
Cl transport mod – KCC2 (human) Cl- transport modulation; 190,000 tested, 2.2% active; KCC2 cells, thallium flux FluoZin-2 fluorescence; B-score of Tl+ flux slope (higher = more flux/activation; lower = inhibition) at 10 µM;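 active = thallium flux slope and its plate-corrected score both differing from the plate sample mean at a set confidence after two filtering rounds, in either direction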;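 note: slope of fluorescence scaled to starting intensity during 10 to 20 s after thallium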
Target sequence (Q9H2X9 whole entry, looked up): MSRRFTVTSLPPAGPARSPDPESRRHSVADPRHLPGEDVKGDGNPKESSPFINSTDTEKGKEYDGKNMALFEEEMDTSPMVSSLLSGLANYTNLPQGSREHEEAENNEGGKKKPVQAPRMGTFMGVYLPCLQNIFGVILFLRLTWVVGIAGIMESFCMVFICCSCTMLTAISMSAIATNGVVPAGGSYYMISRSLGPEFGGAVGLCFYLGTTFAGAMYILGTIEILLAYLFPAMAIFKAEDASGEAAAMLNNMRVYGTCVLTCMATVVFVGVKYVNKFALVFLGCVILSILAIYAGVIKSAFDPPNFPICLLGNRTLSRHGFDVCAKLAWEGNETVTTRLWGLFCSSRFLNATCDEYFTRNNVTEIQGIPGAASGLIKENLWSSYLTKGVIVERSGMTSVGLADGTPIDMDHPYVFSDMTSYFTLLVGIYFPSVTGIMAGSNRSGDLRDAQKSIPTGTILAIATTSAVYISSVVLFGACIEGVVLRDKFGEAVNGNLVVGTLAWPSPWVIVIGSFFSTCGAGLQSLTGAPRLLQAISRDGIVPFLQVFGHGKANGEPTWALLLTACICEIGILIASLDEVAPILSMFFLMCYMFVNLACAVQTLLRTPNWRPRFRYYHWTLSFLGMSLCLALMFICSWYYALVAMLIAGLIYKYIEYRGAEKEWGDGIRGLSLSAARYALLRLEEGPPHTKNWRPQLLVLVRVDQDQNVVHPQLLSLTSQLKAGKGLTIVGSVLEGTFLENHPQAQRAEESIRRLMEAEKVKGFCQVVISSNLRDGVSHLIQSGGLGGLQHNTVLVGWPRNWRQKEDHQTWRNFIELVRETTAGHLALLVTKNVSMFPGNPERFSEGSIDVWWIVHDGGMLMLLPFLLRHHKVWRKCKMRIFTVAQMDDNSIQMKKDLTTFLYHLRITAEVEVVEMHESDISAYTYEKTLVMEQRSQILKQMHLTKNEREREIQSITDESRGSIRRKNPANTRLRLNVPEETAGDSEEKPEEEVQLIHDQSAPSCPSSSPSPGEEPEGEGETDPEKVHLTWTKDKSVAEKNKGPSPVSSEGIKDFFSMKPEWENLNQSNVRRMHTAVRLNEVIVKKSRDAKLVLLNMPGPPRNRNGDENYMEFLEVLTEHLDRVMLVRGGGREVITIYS
Furin inh – inhibitors of human furin; P09958; purified furin, fluorogenic substrate cleavage; inhibition, % at 30 µM; 220,000 tested, 0.061% active; AID 463115; in the data active = inhibition above about 25%; note: inactives centre near -15
TRPN1 ag – zebrafish TRPN1 (NompC) channel agonism; HEK293 zebrafish TRPN1-YFP, Fluo-8 calcium fluorescence; 100% = response to 87 µM carbachol; AID 1424; 220,000 tested, 0.18% active; activation, % at 3 µM;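 active = activation above its plate's cutoff, the mean activation of test wells on that plate plus 3 SD, cut at about 19% in these data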;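 note: 0% = DMSO alone and 100% = 87 µM carbachol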
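Material: zebrafish TRPN1-YFP in HEK293 cells; Doses: single test compound dose, 3 µM nominal, 0.3% DMSO; Timing: dye loading 1 h at 37 °C, then 30 min room temperature; Technique: intracellular calcium fluorescence with Fluo-8; Benchmarks: high carbachol 87 µM, low DMSO alone.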
PPC-1+TRAIL kill – compounds killing PPC-1 cancer cells with TRAIL present (potentiator screen, no TRAIL-free arm). cell killing (% activity), % at 4 µM. PPC-1 cells + TRAIL, ATPLite viability luminescence. AID 1443. 220,000 tested, 0.41% active;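 active = cell killing above 50% in the first pass at 4 µM, then a duplicate retest at 5 µM averaging 50% or more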;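 note: plate controls were cells with TRAIL plus DMSO for no effect and medium-only wells lacking cells for full effect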
EBV gp42 block – inhibitors of Epstein-Barr virus glycoprotein 42 | Q1HVG2 | Fluorescence polarization binding assay, mP read-out | inhibition, % (tested at 21.74 µM) | 220,000 tested, 0.42% active | AID 1085; in the data active = inhibition above about 50%
Calpain2 inh – inhibitors of pig calpain II; purified calpain II, fluorogenic peptide substrate, 30 min; inhibition, % at 16 µM; 220,000 tested, 0.37% active; AID 1236;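 active = inhibition above about 50%, limit read from the data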
An asterisk follows results filed as active; / = no result given; [ ] = remark or other dose. Outcome played no part in choosing rows. Share with any hit: about 3.6%.

SMILES	Thrombin inh	TRPML3 ag	Tb hexokinase	Cl transport mod	Furin inh	TRPN1 ag	PPC-1+TRAIL kill	EBV gp42 block	Calpain2 inh
Cc1ccc(C)c2[nH]c(=O)c(CN(Cc3nnnn3C3CCCCC3)CC3CCCO3)cc12 (stereo not drawn)	-8	0.0	-14	/	-5	1.8	13	8	-20
Cc1ccc(CNC(=O)C2CCN(S(=O)(=O)N3CCOCC3)CC2)cc1	-1	0.5	-6	-0.69	-28	0.8	18	-4	-6
COc1ccc(C(=O)CSc2nnc(NC(=O)C3CC(=O)N(c4cccc(OC)c4)C3)s2)cc1 (stereo not drawn)	2	0.2	21	0.53	-15	1.1	11	-18	-14
COc1ccc(N2CCN(C(=O)COc3ncnc4ccccc34)CC2)cc1	-2	1.0	0	-0.3	-21	0.8	15	-3	14
CCC(C)(C)NC(=O)C(c1ccco1)N(C(=O)c1csnn1)c1cccc(F)c1 (stereo not drawn)	7	-1.0	-9	/	-10	-2.2	26	-6	-17
Cc1cccc(C(=O)NNC(=O)c2cccc(C)c2)c1	-5	0.7	-3	-2.4	-7	0.4	8	-16	-15
CC(/C=C(\NC(=O)c1ccccc1)C(=O)N=Nc1c(O)[nH]c2ccc(C)cc12)=C\c1ccccc1	6	0.0	-32	-0.45	-7[20 µM]	-0.1	22	-5	-47
O=[N+]([O-])c1cc(S(=O)(=O)c2ccc(N3CCCCC3)c([N+](=O)[O-])c2)ccc1N1CCCCC1	-10	0.1	7	0.49	-2	-1.0	16	-2	-7
Cc1cc(C)c2c(=O)[nH]c(SCC(=O)Nc3ccc(N(C)C)cc3)nc2n1	1	-0.8	-13	-0.76	-2[20 µM]	-2.2	49	-10	4
CCN(CC)c1ccc(/C=N/NC(=O)Nc2ccccc2)cc1	5	-0.2	-19	/	-3	-2.7	4	-2	-101
CCOC(=O)N1CCN(CC(O)COCc2ccc(Cl)cc2)CC1 (stereo not drawn)	2	1.7	-3	1.1	0[20 µM]	-0.1	18	-11	1
CCOC(=O)C1=C(C)NC(=O)NC1c1ccc(OC(C)C(=O)O)c(OC)c1 (stereo not drawn)	5	0.9	2	1.2	-14[20 µM]	-0.1	12	-10	-4
CCc1c(C)c(C#N)c2nc3ccccc3n2c1NCCN(C)C	-8	0.3	-6	-0.5	-10[20 µM]	1.3	25	-7	-336
CCOc1ccc2nc(SCC(=O)NCc3ccc(OC)c(OC)c3)[nH]c2c1	-28	-0.2	2	-0.89	-23	-0.9	-8	-24	-10
COCCNC(=O)C1CCC(=O)N(c2ccc(OC)cc2)C1c1ccc(OC)c(OC)c1 (stereo not drawn)	-5	1.2	-6	0.57	-9[20 µM]	-0.4	10	-16	-18
O=C(CNC(=O)c1cccc(Br)c1)N/N=C/c1cn[nH]c1-c1ccccc1	-3	0.7	36	-1.1	-8	0.8	-5	7	12
COc1ccc(Cc2cnc(N)s2)cc1	1	0.0	3	-0.052	-25	-1.3	3	-5	-8
NNC(=S)Nc1ccc(S(=O)(=O)N2CCOCC2)cc1	14	0.7	-6	/	-11	-0.2	5	-12	-6
CC(=O)Nc1ccccc1OC(=O)N1CCOCC1	-3	0.5	3	0.42	-4[20 µM]	-0.3	7	-9	-19
O=C(/N=C1\NC(=O)C(F)(C(F)(F)F)S1)NC1CCCCC1 (stereo not drawn)	3	/	/	/	/	/	11	-36	-11
Cc1cccc2c(C(=O)Nc3ccc(Br)cc3)cc(-c3ccccn3)nc12	1	1.2	-12	1	-25	1.9	37	-10	-33
CCOC(=O)c1[nH]c2ccccc2c1NC(=O)c1ccc2c(c1)OCO2	-5	-0.1	-5	0.84	3	0.3	25	10	-2
CCC1=C(OC(=O)N(CC)CC)N2C(=O)OC(=NCC3CC3)[C@]2(C)[C@H]2C1=CC[C@H]1C(=O)N(C)C(=O)[C@H]12	-4	/	-11	0.47	-27	/	-2	-8	-2
CC(Cl)C(=O)Nc1cc(C(C)(C)C)nn1-c1ccccc1 (stereo not drawn)	-1	0.0	-5	-1.3	-20	0.1	17	-14	-3
CCOc1ccc(CNc2ccc3c(c2)ncn3C)cc1	1	0.8	-5	0.065	-24[20 µM]	-0.4	-18	-19	-41

The last two entries of the part above open the next one:
SMILES	Thrombin inh	TRPML3 ag	Tb hexokinase	Cl transport mod	Furin inh	TRPN1 ag	PPC-1+TRAIL kill	EBV gp42 block	Calpain2 inh
CC(Cl)C(=O)Nc1cc(C(C)(C)C)nn1-c1ccccc1 (stereo not drawn)	-1	0.0	-5	-1.3	-20	0.1	17	-14	-3
CCOc1ccc(CNc2ccc3c(c2)ncn3C)cc1	1	0.8	-5	0.065	-24[20 µM]	-0.4	-18	-19	-41
Cc1ccc(Sc2ccncc2S(N)(=O)=O)cc1	-1	0.6	-4	0.028	-26	-1.3	-1	-5	-11
O=C(COC(=O)COc1ccccc1)NC1CCCc2ccccc21 (stereo not drawn)	-12	-0.3	-2	-1.5	-11	-0.7	-20	8	29
O=C(CS(=O)(=O)c1c[nH]c2ccccc12)NC1CCCCC1	-2	0.6	-2	0.41	-9	0.8	-16	-17	-18
CC(=O)Nc1ccc(S(=O)(=O)n2cnc3cc(C)c(C)cc32)cc1	104*	-0.2	-1	-2	-30	0.0	13	11	7
C/C(=C/CCC(C)C1CCC2(C)C3CCC4C(C)(C)C(=O)CCC4(C)C3=CCC12C)C(=O)O (stereo not drawn)	-4	/	1	1.6	-29	/	-9	4	15
O=C(NCc1cccs1)c1cc(-c2cccc(Cl)c2)on1	-4	1.2	-3	/	-19	-0.1	7	-15	2
Cc1cc(Cl)ccc1OCCCC(N)=O	-12	1.1	2	/	-27	1.1	-21	-24	-3
COC(=O)CSc1nnc(-c2ccco2)n1Cc1ccco1	2	-0.6	4	/	-24	0.9	7	-19	12
CCOC(=O)C1(Cc2cccc(OC)c2)CCCN(S(=O)(=O)c2cccnc2)C1 (stereo not drawn)	1	-0.2	-4	0.58	-15	-1.7	11	-2	-12
Cc1ccc(S(=O)(=O)NC2(C(F)(F)F)NC(=O)N(C)C2=O)cc1 (stereo not drawn)	14	0.8	-3	0.81	-18[20 µM]	-0.2	15	-2	5
CCCOc1cccc(C(=O)N(Cc2cccs2)C2CCS(=O)(=O)C2)c1 (stereo not drawn)	4	-0.9	-1	/	-14	-1.1	8	-24	26
Cc1ccc(C(C)(C)C)c(OCCN2CCCC2)c1	1	1.0	2	0.6	-25	1.8	0	1	-2
O=C(CNc1cccc(Cl)c1)c1ccc(Cl)cc1	-3	-1.1	1	-0.59	-10[20 µM]	0.0	1	-8	-14
Nc1nc(Nc2ccc(Cl)cc2)nc(NCCO)c1[N+](=O)[O-]	0	-1.9	-54	-0.49	17	-1.8	23	-15	-3
CS(=O)(=O)N(CC(=O)Nc1ccc2c(c1)OCCO2)Cc1ccccc1	-4	0.0	4	0.075	-15[20 µM]	0.5	2	-7	-14
Cc1ccc(C(=O)Nc2ccc3c(c2)OCCO3)o1	7	0.0	-3	0.15	-18[20 µM]	-0.7	62*[5 µM]	-10	-1
Cc1ccc(S(=O)(=O)Nc2ccc3oc(=O)sc3c2)c(C)c1	0	-1.0	4	1.2	-3	-0.4	11	-7	-1
COc1ccc(C)cc1NC(=O)c1[nH]c(C)c(C(C)=O)c1C	-8	0.4	-4	/	-22	0.0	18	4	15
O=C(CSc1nc2ccccc2s1)N1c2ccccc2Sc2ccc(C(F)(F)F)cc21	1	1.2	-1	0.51	-21	-0.4	-6	-22	8
CC(=O)Nc1ccc(NC(=O)COc2ccc3c(c2)CCC3)cc1	0	0.1	-4	0.023	-18	-0.4	22	-5	-10
N#CCc1nc2ccc(S(=O)(=O)N3CCOCC3)cc2s1	-11	9.4	-11	0.21	-14	5.2	-19	-21	-48
C=CCNC(=O)c1onc(CSc2cc(C)cc(C)c2)c1C(=O)NCC=C	-4	/	-7	-0.13	-21	/	-7	-13	9
O=C1c2cccc3cccc(c23)C(=O)N1Cc1ccccc1	-6	1.6	-8	0.26	-15	0.1	0	-16	-174
CCOC(=O)C1CCN(C(=O)COc2cc(C)c(Br)c(C)c2)CC1	-5	-0.6	-5	-0.74	2	0.0	15	-23	28
CCN1CCN(C(=O)C2(NC(=O)Nc3cccc(F)c3)CCCCC2)CC1	1	0.4	-6	0.21	-21[20 µM]	1.5	35	-8	-3
Following part.
SMILES	Thrombin inh	TRPML3 ag	Tb hexokinase	Cl transport mod	Furin inh	TRPN1 ag	PPC-1+TRAIL kill	EBV gp42 block	Calpain2 inh
CCCc1cc(=O)[nH]c(SCc2cc(C(=O)OC)c(C)o2)n1	5	-1.4	2	0.0076	-23	-1.1	14	-8	26
COc1ccc(C)cc1NC(=O)CN1CCN(C/C=C/c2ccccc2)CC1	0	0.2	-10	0.52	-24[20 µM]	-0.5	17	-33	-14
CC(=O)C(Cc1ccccc1)NC(=O)CN1CCN(Cc2ccccc2)CC1 (stereo not drawn)	0	1.2	-3	-0.18	-3	0.1	4	-11	-7
COc1ccc2c(c1)sc1nc(-c3ccccc3)cn12	3	0.3	-2	-0.41	-10	0.5	93*[5 µM]	5	5
CCOC(=O)N/N=C/c1c(C)nn(-c2cccc(C(F)(F)F)c2)c1Cl	-8	-1.3	-11	-1	-23	-1.6	6	10	-1
O=C(NC(=S)N1CCN(C/C=C/c2ccccc2)CC1)c1ccco1	-3	0.7	-3	4.2*	-33	1.1	-9	-9	7
O=C(CN1CCC(n2nnc3ccccc32)CC1)NCc1cccs1	-4	0.8	7	-0.28	-26	-0.3	1	-8	-4

Given as labelled records: 4 of the compounds above
> CC(=O)C(Cc1ccccc1)NC(=O)CN1CCN(Cc2ccccc2)CC1 (stereo not drawn)
  Thrombin inh: 0
  TRPML3 ag: 1.2
  Tb hexokinase: -3
  Cl transport mod: -0.18
  Furin inh: -3
  TRPN1 ag: 0.1
  PPC-1+TRAIL kill: 4
  EBV gp42 block: -11
  Calpain2 inh: -7

> COc1ccc2c(c1)sc1nc(-c3ccccc3)cn12
  Thrombin inh: 3
  TRPML3 ag: 0.3
  Tb hexokinase: -2
  Cl transport mod: -0.41
  Furin inh: -10
  TRPN1 ag: 0.5
  PPC-1+TRAIL kill: 93*[5 µM]
  EBV gp42 block: 5
  Calpain2 inh: 5

> CCOC(=O)N/N=C/c1c(C)nn(-c2cccc(C(F)(F)F)c2)c1Cl
  Thrombin inh: -8
  TRPML3 ag: -1.3
  Tb hexokinase: -11
  Cl transport mod: -1
  Furin inh: -23
  TRPN1 ag: -1.6
  PPC-1+TRAIL kill: 6
  EBV gp42 block: 10
  Calpain2 inh: -1

> O=C(NC(=S)N1CCN(C/C=C/c2ccccc2)CC1)c1ccco1
  Thrombin inh: -3
  TRPML3 ag: 0.7
  Tb hexokinase: -3
  Cl transport mod: 4.2*
  Furin inh: -33
  TRPN1 ag: 1.1
  PPC-1+TRAIL kill: -9
  EBV gp42 block: -9
  Calpain2 inh: 7
